Yfh1-depleted yeast = mitochondrial function rescue without frataxin homolog – Friedreich's ataxia, plus single-dose screen, dose response (AID 1465); 0.074% of 220,000 active; fold induction at 50 µM, or EC50 in µM where a hit was titrated; S. cerevisiae Yfh1-off respiration, WST-1 reduction, 72 h; higher fold induction means a stronger effect;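 active = fold induction of absorbance versus untreated yeast above a set limit, then at least 30% activation at any dose in follow-up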;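 note: activators that raise dye reduction in frataxin-depleted yeast; strong numbers were not always called active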
KOR beta-arrestin-1 = kappa opioid receptor activators – cell-based, luminescence, uHTS, primary screen (AID 1777); KOR beta-arrestin recruitment, luminescence; higher % means a stronger effect; activation, % at 10 µM, or EC50 in µM where a hit was titrated; 0.02% of 280,000 active; in the data active = activation above about 50%, passing the limit was not always enough; note: a part of the inactive calls stands beside numbers as strong as those of hits
KOR beta-arrestin-2 = kappa opioid receptor blockers – cell-based, luminescence, uHTS (AID 1778); 0.091% of 290,000 active; KOR beta-arrestin recruitment, luminescence, antagonist mode; higher % means a stronger effect; inhibition, % at 10 µM; hits with a dose series show IC50 in µM; note: strong numbers were not always called active
CSM14.1 death rescue = protection against thapsigargin-triggered cell killing – 384-well, CSM14.1, ATP luminescence, primary screen (AID 1222); 190,000 tested, under 10 active; CSM14.1 thapsigargin-induced death rescue, ATP luminescence; higher % means a stronger effect; cellular ATP content (survival), % at 20 µM, or EC50 in µM where a hit was titrated;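 active = EC50 below 50 µM in the dose-response confirmation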;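 note: death triggered by thapsigargin at about 15 µM added after 2 h compound pretreatment; cell ATP read after overnight thapsigargin exposure of roughly 18 to 22 hours; normalized against plate controls of thapsigargin alone and 5% DMSO vehicle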
GPR55 beta-arrestin = GPR55 agonists via beta-arrestin recruitment, primary screen, imaging, U2OS cells, beta-arrestin-GFP redistribution (AID 1961) | U2OS GPR55 beta-arrestin-GFP redistribution imaging; higher % means a stronger effect | activation, % at 10 µM, or EC50 in µM where a hit was titrated | 0.048% of 290,000 active;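 active = activation above 40% with more than 50 cells counted in the well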;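 note: U2OS osteosarcoma cells stably expressing GPR55 and beta-arrestin-GFP; plate controls were DMSO negative control for no effect and LPI positive control for full effect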
NOD2 inhibition = NOD2 signaling inhibitors, cell-based, luminescence, uHTS, HEK293 (AID 1566). HEK293 NOD2/NF-kB luciferase reporter, luminescence; higher % means a stronger effect. one-dose inhibition, % at 4 µM; EC50 in µM for titrated hits. 0.63% of 290,000 active; note: many of its hits are not listed in these tables
NOD1 inhibition = inhibition of NOD1-driven NF-kB reporter – cell-based, luminescence, uHTS, primary screen (AID 1578). NOD1-driven NF-kB luciferase reporter cells, luminescence; higher % means a stronger effect. inhibition, % at 4 µM; hits with a dose series show EC50 in µM. 1% of 290,000 active; in the data active = inhibition mostly above about 36%, no sharp cut-off; inactive = mostly below about 34%;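 note: HEK-293T reporter cells stimulated with the NOD1 agonist gamma-tri-DAP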
NTR1 ag = NTR1-driven beta-arrestin-GFP spot formation – imaging, U2OS cells, high content, primary screen (AID 493036). agonist mode. activation, % at 20 µM. 0.17% of 330,000 active. P30989;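 active = activation at or above 40% of the spot to cytoplasm intensity ratio, with at least 20 cells analyzed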;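 note: 0% = DMSO without peptide and 100% = 100 nM NTR1 peptide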
Target sequence (P30989 whole entry, looked up): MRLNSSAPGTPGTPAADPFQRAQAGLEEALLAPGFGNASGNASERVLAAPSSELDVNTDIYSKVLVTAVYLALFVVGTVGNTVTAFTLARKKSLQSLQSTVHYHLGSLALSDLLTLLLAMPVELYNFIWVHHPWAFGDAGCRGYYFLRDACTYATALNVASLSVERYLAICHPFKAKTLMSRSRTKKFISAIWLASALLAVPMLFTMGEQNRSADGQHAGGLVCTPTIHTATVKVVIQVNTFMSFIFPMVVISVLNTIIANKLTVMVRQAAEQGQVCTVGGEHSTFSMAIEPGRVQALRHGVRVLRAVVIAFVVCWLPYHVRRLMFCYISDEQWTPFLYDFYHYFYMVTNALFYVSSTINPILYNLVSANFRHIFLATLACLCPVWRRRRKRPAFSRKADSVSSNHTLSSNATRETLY
TNAP activators = human TNAP enzyme activators, primary screen, biochemical, luminescent, no phosphate acceptor, uHTS (AID 1001) | purified TNAP, luminescent activation assay, no phosphate acceptor; higher activation fold means a stronger effect | one-dose activation fold at 20 µM; EC50 in µM for titrated hits | 0.03% of 200,000 active; in the data active = activation fold from about 3, or a potency from the dose series; inactive = the rest, 99 in 100 with activation fold below about 1.6; note: many of its hits are not listed in these tables
NTR1 ag cell count 20 µM = second read-out of NTR1 ag, no call of its own (marks repeat the call); cell count; measured here: cell count, cytotoxicity flag
* marks the source's active call; other numbers are inactive results; [ ] = dose if it differs, or a comment. Cut-off read from the data, not from the text of the source, unless noted: active = inhibition above about 50%; inactive = the rest. The list is partial. The share of hits here may be higher or lower than overall.

How did O=C(COc1ccccc1)NCC(=O)N/N=C/c1ccco1 do in these assays?
Yfh1-depleted yeast: inactive; KOR beta-arrestin-1: 23.0%; KOR beta-arrestin-2: -26.0%; CSM14.1 death rescue: -2.7%; GPR55 beta-arrestin: -0.3%; NOD2 inhibition: 8.1%; NOD1 inhibition: 44.3%; NTR1 ag: -0.2; TNAP activators: 1; NTR1 ag cell count 20 µM: 51

What do the screens show for `Cc1c([N+](=O)[O-])c(C(=O)N2CCCC2)nn1C`?
Yfh1-depleted yeast: inactive; KOR beta-arrestin-1: 3.7%; KOR beta-arrestin-2: -7.6%; CSM14.1 death rescue: 0.0%; GPR55 beta-arrestin: -0.1%; NOD2 inhibition: -1.0%; NOD1 inhibition: 8.9%; NTR1 ag: 1.3; TNAP activators: 1.1; NTR1 ag cell count 20 µM: 60

Results for O=C(CSc1nc2scc(-c3ccco3)c2c(=O)n1-c1ccccc1)N1CCOCC1 ?
Yfh1-depleted yeast: inactive; KOR beta-arrestin-1: -5.3%; KOR beta-arrestin-2: 25.0%; CSM14.1 death rescue: -1.1%; GPR55 beta-arrestin: -0.2%; NOD2 inhibition: 4.4%; NOD1 inhibition: -20.6%; NTR1 ag: 1.5; TNAP activators: 1.1; NTR1 ag cell count 20 µM: 67

What do the screens show for `COc1ccccc1/C=C/C1(C(=O)NC2CCCC2)CC(=O)N1c1ccc(F)cc1` (stereo not drawn)?
Yfh1-depleted yeast: inactive; KOR beta-arrestin-1: -4.9%; KOR beta-arrestin-2: -29.4%; CSM14.1 death rescue: -5.1%; GPR55 beta-arrestin: -0.1%; NOD2 inhibition: 10.8%; NOD1 inhibition: -34.0%; NTR1 ag: 4.0; TNAP activators: 1; NTR1 ag cell count 20 µM: 85

What do the screens show for `CCC(=O)Nc1cc(C(C)C)c(O)cc1C`?
Yfh1-depleted yeast: inactive; KOR beta-arrestin-1: 3.8%; KOR beta-arrestin-2: 0.0%; CSM14.1 death rescue: -1.0%; GPR55 beta-arrestin: -0.1%; NOD2 inhibition: 3.4%; NOD1 inhibition: -7.0%; NTR1 ag: -0.7; TNAP activators: 1; NTR1 ag cell count 20 µM: 60

What do the screens show for `Cc1ccc(C)c(N(C(=O)Cn2nnc3ccccc32)C(C(=O)NCc2ccco2)c2ccncc2)c1` (stereo not drawn)?
Yfh1-depleted yeast: inactive; KOR beta-arrestin-1: -5.9%; KOR beta-arrestin-2: 20.9%; CSM14.1 death rescue: -1.0%; GPR55 beta-arrestin: -0.2%; NOD2 inhibition: 4.2%; NOD1 inhibition: -15.9%; NTR1 ag: -0.9; TNAP activators: 1.1; NTR1 ag cell count 20 µM: 61

What do the screens show for `Cc1csc(NC(=O)c2ccc(-c3ccc(Cl)cc3Cl)o2)n1`?
Yfh1-depleted yeast: inactive; KOR beta-arrestin-1: 1.1%; KOR beta-arrestin-2: -20.7%; CSM14.1 death rescue: -4.0%; GPR55 beta-arrestin: 0.3%; NOD2 inhibition: 11.8%; NOD1 inhibition: -39.5%; NTR1 ag: -1.5; TNAP activators: 1; NTR1 ag cell count 20 µM: 62

Results for COc1ccc(S(=O)(=O)N2CCN(C(=O)c3c(-c4ccccc4)noc3C)CC2)cc1 ?
Yfh1-depleted yeast: inactive; KOR beta-arrestin-1: 0.4%; KOR beta-arrestin-2: -11.7%; CSM14.1 death rescue: 2.4%; GPR55 beta-arrestin: -0.1%; NOD2 inhibition: -11.7%; NOD1 inhibition: -29.4%; NTR1 ag: -0.3; TNAP activators: 1.1; NTR1 ag cell count 20 µM: 52

Results for Cc1ccc2nc(-c3ccccc3C)oc(=O)c2c1 ?
KOR beta-arrestin-1: 2.7%; KOR beta-arrestin-2: -4.7%; GPR55 beta-arrestin: 0.3%; NOD2 inhibition: -0.3%; NOD1 inhibition: -24.9%; NTR1 ag: 4.3; NTR1 ag cell count 20 µM: 59

What do the screens show for `CCOc1ccccc1NC(=O)CN(c1ccc(C)cc1)S(=O)(=O)c1c(C)n[nH]c1C`?
Yfh1-depleted yeast: inactive; KOR beta-arrestin-1: -6.6%; KOR beta-arrestin-2: 5.2%; CSM14.1 death rescue: -0.7%; GPR55 beta-arrestin: -0.1%; NOD2 inhibition: 13.7%; NOD1 inhibition: 5.8%; NTR1 ag: 5.6; TNAP activators: 1; NTR1 ag cell count 20 µM: 56

How did CCn1c(SCC(=O)Nc2nc(C)c(C)s2)nnc1-c1ccco1 do in these assays?
Yfh1-depleted yeast: inactive; KOR beta-arrestin-1: 3.5%; KOR beta-arrestin-2: 18.6%; CSM14.1 death rescue: -1.2%; GPR55 beta-arrestin: 0.2%; NOD2 inhibition: 14.6%; NOD1 inhibition: 4.8%; NTR1 ag: -0.5; TNAP activators: 1.1; NTR1 ag cell count 20 µM: 70

What do the screens show for `CCOC(=O)N1CCC(N2Cc3cccc(C(=O)NCC4CCN(CC(C)C)C4)c3C2=O)CC1` (stereo not drawn)?
Yfh1-depleted yeast: inactive; KOR beta-arrestin-1: 4.7%; KOR beta-arrestin-2: -32.3%; CSM14.1 death rescue: -1.0%; GPR55 beta-arrestin: 0.3%; NOD2 inhibition: 13.0%; NOD1 inhibition: -4.9%; NTR1 ag: -0.8; TNAP activators: 1.2; NTR1 ag cell count 20 µM: 95

How did Cc1nc2ccc(C(C(F)(F)F)(C(F)(F)F)C(F)(F)F)cc2[nH]1 do in these assays?
Yfh1-depleted yeast: inactive; KOR beta-arrestin-1: -1.7%; KOR beta-arrestin-2: 12.9%; CSM14.1 death rescue: -1.3%; GPR55 beta-arrestin: 0.2%; NOD2 inhibition: 10.8%; NOD1 inhibition: 4.3%; NTR1 ag: -2.0; TNAP activators: 1.2; NTR1 ag cell count 20 µM: 56

Results for COc1cc(/C=C/c2nc(-c3ccccc3O)n[nH]2)cc(OC)c1OC ?
Yfh1-depleted yeast: inactive; KOR beta-arrestin-1: -2.6%; KOR beta-arrestin-2: 6.6%; CSM14.1 death rescue: -0.9%; GPR55 beta-arrestin: -0.5%; NOD2 inhibition: -38.9%; NOD1 inhibition: -34.9%; NTR1 ag: 8.4; TNAP activators: 1.8; NTR1 ag cell count 20 µM: 60

How did CCCc1cc(=O)n2[nH]c(-c3ccc(Cl)cc3)cc2n1 do in these assays?
KOR beta-arrestin-1: -6.0%; KOR beta-arrestin-2: -10.1%; GPR55 beta-arrestin: 0.5%; NOD2 inhibition: -87.4%; NOD1 inhibition: -72.1%; NTR1 ag: 0.4; NTR1 ag cell count 20 µM: 55

How did CCOC(=O)c1[nH]c2ccccc2c1CCCN1C(=O)c2ccccc2C1=O do in these assays?
Yfh1-depleted yeast: inactive; KOR beta-arrestin-1: -2.5%; KOR beta-arrestin-2: 15.5%; CSM14.1 death rescue: 4.6%; GPR55 beta-arrestin: -0.1%; NOD2 inhibition: 14.5%; NOD1 inhibition: 14.8%; NTR1 ag: 2.1; TNAP activators: 1; NTR1 ag cell count 20 µM: 82

What do the screens show for `O=C(NCc1ccccc1Cl)NC(=O)c1ccccc1`?
Yfh1-depleted yeast: inactive; KOR beta-arrestin-1: -3.0%; KOR beta-arrestin-2: 2.2%; CSM14.1 death rescue: -0.4%; GPR55 beta-arrestin: -0.2%; NOD2 inhibition: 9.4%; NOD1 inhibition: -41.6%; NTR1 ag: -2.9; TNAP activators: 1.1; NTR1 ag cell count 20 µM: 58

Results for Cc1ccc(C(=O)Nc2ccccc2)cc1S(=O)(=O)N1CCN(C)CC1 ?
KOR beta-arrestin-1: 0.1%; KOR beta-arrestin-2: -19.7%[20 µM]; GPR55 beta-arrestin: 1.3%; NOD2 inhibition: 17.8%; NOD1 inhibition: 7.5%; NTR1 ag: 2.9; NTR1 ag cell count 20 µM: 44

Results for Cc1cc(C)nc(NC(=S)Nc2cccc(Cl)c2Cl)c1 ?
Yfh1-depleted yeast: inactive; KOR beta-arrestin-1: -3.2%; KOR beta-arrestin-2: -28.6%; CSM14.1 death rescue: 2.2%; GPR55 beta-arrestin: 0.5%; NOD2 inhibition: 7.2%; NOD1 inhibition: -18.4%; NTR1 ag: 3.7; TNAP activators: 2.2; NTR1 ag cell count 20 µM: 30

Results for COn1c(=S)[nH]c2ccccc2c1=O ?
Yfh1-depleted yeast: inactive; KOR beta-arrestin-1: -0.1%; KOR beta-arrestin-2: 14.3%; CSM14.1 death rescue: 0.7%; GPR55 beta-arrestin: 0.0%; NOD2 inhibition: 11.3%; NOD1 inhibition: -18.8%; NTR1 ag: 0.2; TNAP activators: 1.1; NTR1 ag cell count 20 µM: 71

Results for Cc1ccc2c(CSc3nnnn3C)cc(=O)oc2c1 ?
Yfh1-depleted yeast: inactive; KOR beta-arrestin-1: 3.6%; KOR beta-arrestin-2: -15.1%; CSM14.1 death rescue: -0.8%; GPR55 beta-arrestin: -0.2%; NOD2 inhibition: 8.3%; NOD1 inhibition: -46.2%; NTR1 ag: 0.7; TNAP activators: 1.1; NTR1 ag cell count 20 µM: 53

What do the screens show for `CC(Oc1ccc(Cl)cc1Cl)c1ccnc(N)n1` (stereo not drawn)?
Yfh1-depleted yeast: inactive; KOR beta-arrestin-1: -6.0%; KOR beta-arrestin-2: 23.9%[20 µM]; CSM14.1 death rescue: -2.4%; GPR55 beta-arrestin: 0.2%; NOD2 inhibition: 13.5%; NOD1 inhibition: 6.4%; NTR1 ag: -0.5; TNAP activators: 1; NTR1 ag cell count 20 µM: 44

How did NC(=O)COC(=O)c1ccc2c(c1)S(=O)(=O)N=C1CCCCCN12 do in these assays?
Yfh1-depleted yeast: inactive; KOR beta-arrestin-1: 6.2%; KOR beta-arrestin-2: -0.5%; CSM14.1 death rescue: 1.3%; GPR55 beta-arrestin: -0.3%; NOD2 inhibition: 8.3%; NOD1 inhibition: -18.7%; NTR1 ag: -0.1; TNAP activators: 1.1; NTR1 ag cell count 20 µM: 74

How did CC(=O)C(N=Nc1ccccc1)(Sc1nnc(-c2ccccc2)n1-c1ccccc1)C(=O)Nc1ccccc1 (stereo not drawn) do in these assays?
Yfh1-depleted yeast: inactive; KOR beta-arrestin-1: -3.7%; KOR beta-arrestin-2: 5.3%; CSM14.1 death rescue: -1.9%; GPR55 beta-arrestin: -0.1%; NOD2 inhibition: -1.8%; NTR1 ag: 2.3; TNAP activators: 1.1; NTR1 ag cell count 20 µM: 46

How did CCOC(=O)N1CCN(C(=O)c2cc(COc3c(F)cccc3F)on2)CC1 do in these assays?
KOR beta-arrestin-1: -2.0%; KOR beta-arrestin-2: 2.4%; GPR55 beta-arrestin: 0.4%; NOD2 inhibition: -35.3%; NOD1 inhibition: -62.3%; NTR1 ag: -1.1; NTR1 ag cell count 20 µM: 64

How did O=c1cc(CSc2nnnn2-c2ccc(O)cc2)nc2sccn12 do in these assays?
Yfh1-depleted yeast: inactive; KOR beta-arrestin-1: 0.1%; KOR beta-arrestin-2: -19.2%; CSM14.1 death rescue: 0.2%; GPR55 beta-arrestin: -0.1%; NOD2 inhibition: -2.8%; NOD1 inhibition: -11.6%; NTR1 ag: 2.4; TNAP activators: 1; NTR1 ag cell count 20 µM: 39
